Lipid storage S3 = qHTS Assay for Lipid Storage Modulators in Drosophila S3 Cells; Drosophila S3 cells, BODIPY lipid droplet fluorescence, 18-24 h; cells fed with added oleic acid; Potency in µM for hits, for the others lipid storage change, negative = inhibition, % at the top dose, mostly 46.1 µM; 0.64% of 320,000 active; AID 2685; active = well fitted inhibition curve with a large enough effect in the signal ratio, with a control signal flat, not every such curve was filed as active; inconclusive = small, poorly fitted or top-dose-only effect, or effect the other way, or a change in a side signal; the % refers to the signal ratio
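Drosophila S3 cells got compounds at several concentrations plus oleic acid (400 uM solution). Laser-scanning cytometry with 488 nm excitation read lipid droplets at 500-530 nm and cells at 575-640 nm. Percent activity was relative to 20 uM Triacsin C.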
Lipid storage S3 cell count max = also measured in Lipid storage S3; calls as there; cell number change, %; measured here: cell count max response;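 cells counted by Cell Tracker Red CMTPX staining in the red channel; peak over a dose series mostly up to 46.1 µM; percent activity relative to internal control wells on each plate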
The depositor's hits bear a star. % is scaled to controls: 0 for no effect and ±100 for the full control effect; potency is read from the fitted curve at half-maximal effect. The list is partial; the hit share may differ from the screen's.

CCNc1nc(N)nc(Oc2ccc(OCCOc3ccc(Cl)cc3Cl)nn2)n1 was read as Lipid storage S3 inconclusive.
`O=C(COC(=O)/C=C/c1ccccc1[N+](=O)[O-])NCC(F)(F)F` gave Lipid storage S3 inconclusive.
`CCN(CCCc1ccccc1)CCCc1ccccc1` gave Lipid storage S3 -2.6% and Lipid storage S3 cell count max 15.2.
`C=CCOc1ccc(Br)cc1/C=C1/SC(=Nc2ccc(C(=O)O)cc2)NC1=O` gave Lipid storage S3 7.2% and Lipid storage S3 cell count max 12.8.
Cc1ccc(-c2ccc(=O)n(Cc3cccc(Br)c3)n2)cc1 was read as Lipid storage S3 inconclusive.
CCN(C(=O)COC(=O)/C=C/c1cnc2ccccc2n1)c1ccccc1 was read as Lipid storage S3 inconclusive.
For Cc1ccc[n+](C(C)C(=O)c2ccc(-c3ccccc3)cc2)c1 (stereo not given) the results were Lipid storage S3 inconclusive.
`CCCCC(=O)NC(NC(=S)N1CCOCC1)C(Cl)(Cl)Cl` (stereo not given) gave Lipid storage S3 inactive and Lipid storage S3 cell count max -1.9.
COc1ccc(C(=O)COC(=O)C2CC3CCCC(C2)C3=O)cc1Br (stereo not given) was read as Lipid storage S3 0.0% and Lipid storage S3 cell count max -5.2.
For CCN1CCN(C(=S)Nc2ccc(C(C)=O)cc2)CC1 the results were Lipid storage S3 9.4%.
For COCCn1c(=O)[nH]c2cc(C(=O)Nc3nnc(C)s3)ccc21 the results were Lipid storage S3 inconclusive.
COC(=O)CSc1nnc([C@H](Cc2ccccc2)NC(=O)OC(C)(C)C)o1 was read as Lipid storage S3 -4.8% and Lipid storage S3 cell count max 3.1.
For CCCC(C(=O)NC(C)(C)CC)N(CC1CCCO1)C(=O)CNS(=O)(=O)c1ccc(F)cc1 (stereo not given) the results were Lipid storage S3 inconclusive.
`Cc1ccc(NC(=O)C2CC(=O)Nc3nncn32)cc1` (stereo not given) gave Lipid storage S3 inconclusive.
For O=C(NCc1cccnc1)NC1CC(=O)N(c2ccc3c(c2)OCCO3)C1 (stereo not given) the results were Lipid storage S3 0.4% and Lipid storage S3 cell count max 19.7.
Oc1ccccc1/C=N/NC(=S)NC1CC2CCC1C2 (stereo not given) was read as Lipid storage S3 inactive.
`N#CC(C(=O)c1ccccc1Cl)=C1SCCCS1` gave Lipid storage S3 -1.0% and Lipid storage S3 cell count max -1.7.
`O=C(Cn1nnc2ccccc21)N/N=C\c1cccs1` gave Lipid storage S3 23.0% and Lipid storage S3 cell count max 14.0.
COc1ccc(S(=O)(=O)Nc2ccc3c(c2)OCCO3)cc1Cl was read as Lipid storage S3 inconclusive.
`CCOc1ccc(C(=O)CCC(=O)NC2=NCCS2)cc1` gave Lipid storage S3 inconclusive.

Random excerpt: seven records from the list.
COC(=O)CSc1nnc([C@H](Cc2ccccc2)NC(=O)OC(C)(C)C)o1 was read as Lipid storage S3 -4.8% and Lipid storage S3 cell count max 3.1.
`CCOc1ccc(C(=O)CCC(=O)NC2=NCCS2)cc1` gave Lipid storage S3 inconclusive.
COc1ccc(S(=O)(=O)Nc2ccc3c(c2)OCCO3)cc1Cl was read as Lipid storage S3 inconclusive.
For COCCn1c(=O)[nH]c2cc(C(=O)Nc3nnc(C)s3)ccc21 the results were Lipid storage S3 inconclusive.
`Cc1ccc(NC(=O)C2CC(=O)Nc3nncn32)cc1` (stereo not given) gave Lipid storage S3 inconclusive.
For CCCC(C(=O)NC(C)(C)CC)N(CC1CCCO1)C(=O)CNS(=O)(=O)c1ccc(F)cc1 (stereo not given) the results were Lipid storage S3 inconclusive.
For O=C(NCc1cccnc1)NC1CC(=O)N(c2ccc3c(c2)OCCO3)C1 (stereo not given) the results were Lipid storage S3 0.4% and Lipid storage S3 cell count max 19.7.

(next part)
For CCc1c(C#N)c(N)nc(SCC(=O)OCc2ccccc2)c1C#N the results were Lipid storage S3 inconclusive.
For CCCn1c(=S)[nH]c2cc(C(=O)N3CCc4ccccc4C3)ccc2c1=O the results were Lipid storage S3 -1.3%.
COc1ccc(S(=O)(=O)NCc2ccco2)cc1-c1nnc2c3ccccc3c(C)nn12 was read as Lipid storage S3 inconclusive.
Screening CC(C)c1csc(CN2CCC(CO)(Cc3cccc(F)c3)CC2)n1 returned Lipid storage S3 inconclusive.
For O=C(N/N=C/c1c[nH]c2ccccc12)c1cc(-c2ccc(-c3ccccc3)cc2)n[nH]1 the results were Lipid storage S3 -2.5% and Lipid storage S3 cell count max -25.4.
`CCOC(=O)C1=C(C)N=c2s/c(=C\c3ccc(O)c([N+](=O)[O-])c3)c(=O)n2C1c1ccccc1OC` (stereo not given) gave Lipid storage S3 inconclusive.
Cc1ccc(C)c(OCCCC(=O)N2CCOCC2)c1 was read as Lipid storage S3 25.8% and Lipid storage S3 cell count max 0.8.
`CCn1ncc(Br)c1C(=O)Nc1cc(C)cc(C)c1` gave Lipid storage S3 20.9% and Lipid storage S3 cell count max -2.7.
For Cc1cc2nnc(SC(C)C)n2c2ccccc12 the results were Lipid storage S3 2.2% and Lipid storage S3 cell count max -0.9.
For O=C(CNc1cccc(S(=O)(=O)N2CCCC2)c1)Nc1cccc(F)c1 the results were Lipid storage S3 inconclusive.
Screening CCSc1nsc(NC(=O)Nc2ccc(F)cc2F)n1 returned Lipid storage S3 inactive.
COc1ccccc1CN=C1NC(=O)C(CC(=O)Nc2ccc(C(C)=O)cc2)S1 (stereo not given) was read as Lipid storage S3 4.3% and Lipid storage S3 cell count max 13.6.
Screening COc1ccc(C)cc1Nc1n[n+](-c2ccccc2)c(-c2cc(OC)c(OC)cc2Br)s1 returned Lipid storage S3 inconclusive.
O=C(NCC1CCCO1)c1ccc(S(=O)(=O)Nc2ccccc2F)cc1 (stereo not given) was read as Lipid storage S3 9.8% and Lipid storage S3 cell count max 9.4.
Screening Cc1ccc(C)c(N(CC(=O)NC2CCCC2)C(=O)c2csnn2)c1 returned Lipid storage S3 inconclusive.
For Cc1ccccc1NC(=O)CSc1nc(Nc2ccccc2)nc(N2CCOCC2)n1 the results were Lipid storage S3 -1.3% and Lipid storage S3 cell count max -6.9.
Screening COc1cccc(N(C(=O)c2snc(C(N)=O)c2N)C(C(=O)NCc2ccccc2)c2ccc(O)cc2)c1 (stereo not given) returned Lipid storage S3 inconclusive.
For O=C(NCc1ccccc1)N1CCC(Cc2ccccc2)CC1 the results were Lipid storage S3 inactive and Lipid storage S3 cell count max -4.5.
`O=[N+]([O-])c1ccc(OCCCn2cncn2)cc1` gave Lipid storage S3 inactive and Lipid storage S3 cell count max -14.2.
For CSCC[C@H](NC(=O)C1=NN(c2c(F)c(F)cc(F)c2F)C(=O)CC1)c1nc2ccccc2[nH]1 the results were Lipid storage S3 8.2% and Lipid storage S3 cell count max -2.2.

Entries from the list above that contain a cyano group (2):
`N#CC(C(=O)c1ccccc1Cl)=C1SCCCS1` gave Lipid storage S3 -1.0% and Lipid storage S3 cell count max -1.7.
For CCc1c(C#N)c(N)nc(SCC(=O)OCc2ccccc2)c1C#N the results were Lipid storage S3 inconclusive.

Later entries.
Screening Cc1ccc(Cl)cc1NC(=O)C1CC1c1ccccc1 (stereo not given) returned Lipid storage S3 -24.7% and Lipid storage S3 cell count max -10.0.
For N#Cc1ccsc1NC(=O)c1ccc(Cl)c([N+](=O)[O-])c1 the results were Lipid storage S3 inconclusive.
`N#Cc1ccccc1OCC(=O)NCC(c1cccs1)N1CCOCC1` (stereo not given) gave Lipid storage S3 -3.1% and Lipid storage S3 cell count max 17.1.
For CC1=C(C(=O)Nc2cccc(C(=O)NC(C)C)c2)SCCO1 the results were Lipid storage S3 inconclusive.
Screening O=C(O)c1ccccc1NC(=S)NC(NC(=O)c1ccccc1[N+](=O)[O-])C(Cl)(Cl)Cl (stereo not given) returned Lipid storage S3 inconclusive.
COc1ccc(C(=O)NC(=S)Nc2ccccc2N2CCOCC2)cc1[N+](=O)[O-] was read as Lipid storage S3 inconclusive.
O=C(NC(=S)NC1CCS(=O)(=O)C1)c1cccc([N+](=O)[O-])c1 (stereo not given) was read as Lipid storage S3 inconclusive.
COc1ccc(NS(=O)(=O)c2cccc(C(=O)NCC(c3ccccc3)N(C)C)c2)cc1 (stereo not given) was read as Lipid storage S3 inactive.
For CNC(=O)/C(C#N)=C/c1c(N2CCN(c3cccc(Cl)c3)CC2)nc2c(C)cccn2c1=O the results were Lipid storage S3 10.2% and Lipid storage S3 cell count max 18.7.
CCN1CCN(C(=O)CSc2cc(=O)n(CC)c3ccccc23)CC1 was read as Lipid storage S3 inactive.
COCC1CCCN(C(=O)c2ccc3oc(C(C)C)nc3c2)C1 (stereo not given) was read as Lipid storage S3 inconclusive.
For CCN(CC)S(=O)(=O)c1ccc(C(=O)Nc2cc3oc4ccccc4c3cc2OC)cc1 the results were Lipid storage S3 inconclusive.
For C/C(CC(=O)Nc1ccccc1C)=N\NC(=O)Cc1csc(N)n1 the results were Lipid storage S3 inactive.
Screening Cc1ccc(C)c(N2N=C(C(=O)N(CC(C)C)c3c(N)n(Cc4ccccc4)c(=O)[nH]c3=O)CCC2=O)c1 returned Lipid storage S3 inconclusive.
`CCOC(=O)c1c(NC(=O)COc2ccccc2F)sc2c1CC(C)(C)NC2(C)C` gave Lipid storage S3 inconclusive.
Screening CCCCn1c(N)c(N(Cc2ccccc2OC)C(=O)c2sccc2C)c(=O)[nH]c1=O returned Lipid storage S3 inactive and Lipid storage S3 cell count max 16.1.
CS(=O)(=O)c1ccc(Cl)c(NC(=O)C2CCCN(C(=O)c3ccc(Cl)cc3)C2)c1 (stereo not given) was read as Lipid storage S3 inconclusive.
For CCCCNC(=O)C1CCN(Cc2ccc(OCc3ccccc3)cc2)CC1 the results were Lipid storage S3 -3.1% and Lipid storage S3 cell count max -13.0.
O=c1[nH]cc(C(F)(F)F)cc1NS(=O)(=O)c1ccc([N+](=O)[O-])cc1 was read as Lipid storage S3 inconclusive.
COC(=O)C1=C(CN2CCCc3ccccc32)NC(=O)NC1c1ccc(F)cc1 (stereo not given) was read as Lipid storage S3 8.1% and Lipid storage S3 cell count max 19.3.
`COc1ccc(-c2csc(NC(=O)CSc3nnnn3C)n2)cc1OC` gave Lipid storage S3 inconclusive.
For CCOc1ccc(-c2cc(CCCC(=O)NCCc3ccc(OC)c(OC)c3OC)no2)cc1 the results were Lipid storage S3 inconclusive.
Screening O=C(/C=C/c1ccccc1)NC1CCS(=O)(=O)C1 (stereo not given) returned Lipid storage S3 inconclusive.
For COC(=O)N/N=C/c1c(C)cc(C)cc1C the results were Lipid storage S3 inconclusive.
COc1ccc(NC(=O)c2cc(-c3ccccc3)on2)cc1 was read as Lipid storage S3 inconclusive.
`OC(COc1ccc2c(c1)OCO2)CN1CCc2ccccc2C1` (stereo not given) gave Lipid storage S3 8.5% and Lipid storage S3 cell count max 1.5.
For CC(=O)[C@@H]1[C@@H](C(=O)c2ccc(C)cc2)[C@]2(C(=O)Nc3ccccc32)[C@H]2C=Cc3cc(F)ccc3N12 the results were Lipid storage S3 inconclusive.
O=C(O)C12CC3CC(C1)CC(n1cnc(Cl)n1)(C3)C2 was read as Lipid storage S3 11.4% and Lipid storage S3 cell count max -6.0.
Cc1oc(CN2CCOCC2)cc1C(=O)O was read as Lipid storage S3 inconclusive.
Screening O=c1[nH]cnc2c1cnn2Cc1ccccc1Cl returned Lipid storage S3 inactive.
Screening COc1ccccc1CCN1CCCC(CN(C)C(=O)c2ccoc2)C1 (stereo not given) returned Lipid storage S3 inactive and Lipid storage S3 cell count max 23.1.
For CN(Cc1ccccc1)C(=O)c1ccccc1NC(=O)c1ccco1 the results were Lipid storage S3 -12.2% and Lipid storage S3 cell count max -24.2.
CCOC(=O)/C(=C/Nc1ccc(F)cc1)[N+](=O)[O-] was read as Lipid storage S3 2.8% and Lipid storage S3 cell count max -19.6.
Screening O=C(O)C1c2ccccc2C(=O)N(Cc2ccc(F)cc2)C1c1ccncc1 (stereo not given) returned Lipid storage S3 -11.5% and Lipid storage S3 cell count max 7.5.
`O=C(CSc1ccc2ccccc2n1)Nc1nsc(-c2ccc(Cl)cc2)n1` gave Lipid storage S3 -0.5% and Lipid storage S3 cell count max 0.6.
Cc1ccc(CN2CCS(=O)(=O)CC2)cc1 was read as Lipid storage S3 15.5% and Lipid storage S3 cell count max -2.5.
For O=C(c1ccccc1CCc1ccccc1)N1CCOCC1 the results were Lipid storage S3 inconclusive.
For Cc1cccc(NC(=O)CCNS(=O)(=O)c2cccc3nsnc23)c1 the results were Lipid storage S3 inconclusive.
Screening Cc1ccc(C(=O)CNc2ccc(Br)cc2)cc1 returned Lipid storage S3 -0.5% and Lipid storage S3 cell count max 1.8.
Screening COc1cc(CNCCc2ccc(F)cc2)ccc1OCc1ccc(Cl)nc1 returned Lipid storage S3 inconclusive.

3 structures out of the list, arranged by molar mass, rising.
CCOC(=O)/C(=C/Nc1ccc(F)cc1)[N+](=O)[O-] was read as Lipid storage S3 2.8% and Lipid storage S3 cell count max -19.6.
Screening Cc1ccc(C(=O)CNc2ccc(Br)cc2)cc1 returned Lipid storage S3 -0.5% and Lipid storage S3 cell count max 1.8.
For CN(Cc1ccccc1)C(=O)c1ccccc1NC(=O)c1ccco1 the results were Lipid storage S3 -12.2% and Lipid storage S3 cell count max -24.2.

(further entries)
CC/C(=N\Nc1ccc([N+](=O)[O-])cc1[N+](=O)[O-])c1ccc(O)cc1 was read as Lipid storage S3 -15.8% and Lipid storage S3 cell count max -9.8.
Screening O=C(O)CSCC(=O)N1CCN(S(=O)(=O)c2ccccc2)CC1 returned Lipid storage S3 inconclusive.
Screening COc1ccc(/C=N/NC(=O)c2cc[n+]([O-])cc2)cc1 returned Lipid storage S3 inconclusive.
`O=S(=O)(c1ccc(F)cc1)N1CCN(C(=S)NCc2ccco2)CC1` gave Lipid storage S3 inactive and Lipid storage S3 cell count max 18.5.

Screens deposited in PubChem by National Center for Advancing Translational Sciences (NCATS).
